NR5A2 inv ag: suppresses constitutive activity of human LRH-1; HEK293T StAR-luciferase reporter, LRH-1 transfected, 24 h; inhibition, % at 3.6 µM; hit rate 0.13% among 360,000; AID 602396;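 active = inhibition above the mean inhibition of all tested compounds plus 3 SD, cut at about 73% in these data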;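 also: 0% = DMSO wells and 100% = reporter-only cells lacking LRH-1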
TROY NFkB inh: inhibitors of TROY-dependent NF-kB signaling. Q293 LMP1-TROYcd NF-kB luciferase reporter, 4 h. inhibition, % at 10 µM. hit rate 0.98% among 360,000;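 active = compounds whose plate-normalised and pattern-corrected inhibition of the luciferase reporter signal at the single screening dose is 50% or more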
NR2F2 inh: NR2F2 (human) inhibition, primary screen; P24468; hit rate 0.7% among 370,000; HEK293T NGFI-A luciferase reporter, luminescence; inhibition, % at 8.6 µM;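 active = inhibition above a per-plate cutoff, mean inhibition of test wells between control levels plus 3 SD, cut at about 38% in these data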;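 also: cells cotransfected with COUP-TFII expression vector driving the NGFI-A reporter; 0% = median of COUP-TF2 test wells and 100% = reporter-only cells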
Target sequence (P24468 whole entry, looked up): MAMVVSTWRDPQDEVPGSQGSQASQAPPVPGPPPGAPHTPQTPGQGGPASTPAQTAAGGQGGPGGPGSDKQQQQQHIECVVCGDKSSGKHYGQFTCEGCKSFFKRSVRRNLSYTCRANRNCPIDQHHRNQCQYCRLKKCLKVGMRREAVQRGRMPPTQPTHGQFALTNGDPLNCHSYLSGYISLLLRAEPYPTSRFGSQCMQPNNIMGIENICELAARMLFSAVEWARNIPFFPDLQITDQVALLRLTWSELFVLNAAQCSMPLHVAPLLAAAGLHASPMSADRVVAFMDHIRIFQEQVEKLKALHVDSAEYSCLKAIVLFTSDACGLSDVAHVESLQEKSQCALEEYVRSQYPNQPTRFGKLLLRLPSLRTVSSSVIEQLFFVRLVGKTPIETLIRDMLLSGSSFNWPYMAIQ
TLR9-MyD88 inh: blocks human TLR9 binding to MyD88. CHO BLA complementation TLR9-MyD88, CCF4 FRET ratio. inhibition, % at 4.98 µM. hit rate 0.21% among 340,000. AID 504734;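 active = inhibition above the mean over all tested compounds plus 3 SD, cut at about 21% in these data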;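 also: 0% = DMSO only wells and 100% = clavulanate BLA inhibitor control wells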
NOD2-RIPK2 inh: NOD2-RIPK2 protein interaction inhibition; hit rate 0.38% among 360,000; O43353; AID 624267; inhibition, % at 4.98 µM; CHO BLA complementation NOD2-RIPK2, CCF4 ratio; in the data active = inhibition above about 21%;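 also: 0% = vehicle only and 100% = reference blocker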
Target sequence (O43353 whole entry, looked up): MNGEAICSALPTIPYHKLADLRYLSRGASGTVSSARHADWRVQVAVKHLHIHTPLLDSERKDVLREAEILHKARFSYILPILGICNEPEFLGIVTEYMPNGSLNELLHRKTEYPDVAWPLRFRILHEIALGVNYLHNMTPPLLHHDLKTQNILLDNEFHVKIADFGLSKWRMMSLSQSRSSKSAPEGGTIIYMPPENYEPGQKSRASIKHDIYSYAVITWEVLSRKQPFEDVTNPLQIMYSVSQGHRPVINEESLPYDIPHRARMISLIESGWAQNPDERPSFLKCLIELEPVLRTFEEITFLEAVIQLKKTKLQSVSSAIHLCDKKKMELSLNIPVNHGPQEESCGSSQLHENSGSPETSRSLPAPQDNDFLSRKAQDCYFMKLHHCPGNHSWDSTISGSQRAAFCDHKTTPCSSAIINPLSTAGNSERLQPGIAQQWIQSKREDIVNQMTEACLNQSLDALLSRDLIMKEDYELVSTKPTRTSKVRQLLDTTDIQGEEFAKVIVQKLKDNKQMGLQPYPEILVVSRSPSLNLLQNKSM
SRC3 inh: inhibits human SRC3 coactivator. HEK293 GAL4-SRC3 luciferase reporter, luminescence. inhibition, % at 3.6 µM. hit rate 0.17% among 360,000. AID 588352;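 active = inhibition above a per-campaign cutoff, the mean of all compounds plus 3 SD, cut at about 60% in these data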;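 also: 0% = DMSO-treated cells and 100% = gossypol-treated cells at 36 µM; higher means less SRC3-driven luciferase light from the GAL4 reporter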
ABHD5-PLIN5 inh: ABHD5-PLIN5 protein interaction inhibition; inhibition, % at 4 µM; Q00G26+Q8WTS1; Split G. princeps luciferase complementation, luminescence, 4 h; AID 602281; hit rate 0.78% among 360,000;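 active = inhibition above the mean inhibition across every tested compound plus 3 SD, cut at about 22% in these data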;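 also: 0% = DMSO only wells and the 100% control is not disclosed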
Exocytosis inh: lytic granule exocytosis inhibition; inhibition, % at 10 µM; TALL-104 LAMP-1 surface exposure, flow cytometry; cells stimulated with thapsigargin and PMA; hit rate 0.66% among 360,000;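 active = inhibition above about 55%, limit read from the data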
TWEAK-Fn14 inh: TWEAK-Fn14 signaling inhibition; inhibition, % at 10 µM; hit rate 2% among 360,000; TWEAK-stimulated Fn14 reporter cells, luciferase luminescence, 8 h; in the data active = inhibition above about 50%
SRC2 inh: inhibits human steroid receptor coactivator 2; hit rate 0.17% among 370,000; inhibition, % at 9 µM; Q15596; HEK293 GAL4-SRC2 luciferase reporter, luminescence;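 active = inhibition above the mean inhibition of all tested compounds plus 3 SD, set per campaign, cut at about 52% in these data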;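 also: 0% = DMSO treated cells and 100% = cells given Gossypol at 36 µM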
NCOA1 inh: human NCOA1 inhibition; inhibition, % at 3.6 µM; hit rate 0.12% among 360,000; HEK293 GAL4-SRC1 luciferase reporter, luminescence;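 active = inhibition above the campaign mean plus 3 SD, with each screening campaign given its own cutoff, cut at about 60% in these data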;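 also: 0% = DMSO treated cells and 100% = gossypol at 36 µM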
* marks the source's active call; other numbers are inactive results; . = not tested or not shown; & = joins results of further samples.

Below each SMILES: NR5A2 inv ag, TROY NFkB inh, NR2F2 inh, TLR9-MyD88 inh, NOD2-RIPK2 inh, SRC3 inh, ABHD5-PLIN5 inh, Exocytosis inh, TWEAK-Fn14 inh, SRC2 inh, NCOA1 inh
CC[N+](CC)(CC)CCCOC(=O)C(O)(c1ccccc1)C1CCCCC1 (stereo not drawn)
 : 2.9, 3.4, 1.3, -2.5, 4.5, 12.4, -1.7, 0.3, 18.8, -33.6, -3.5
O=C(O)C1(Br)CC12c1ccccc1-c1ccccc12 (stereo not drawn)
 : -9.5, -5.3, -1.0, -0.5, -3.6, 2.6, 4.2, -5.4, 2.3, -15.0, -4.0
O=c1[nH]c(=O)n(-c2ccccc2)c(O)c1N=Nc1ccc(Br)cc1
 : 5.5, -23.9, 4.4, -0.1, -4.8, 12.4, -3.1, 2.1, 8.0, -11.4, 1.4
O=C1NC(=O)N(c2ccc3c(c2)OCO3)C(=O)/C1=C\c1ccsc1
 : 7.5, 3.4, -8.9, ., -3.5, 9.6, 24.9*, 13.3, 10.7, 10.8, 6.6
O=c1cc(CN2CC=C(c3ccccc3)CC2)c2c(ccc3ccccc32)o1
 : -6.6, 17.8, -15.1, -4.7, -2.6, -5.1, -0.3, -7.5, 4.0, 0.7, 18.1
CCC(=NCc1ccco1)c1c(O)n(-c2ccccc2)c(=O)[nH]c1=O
 : 4.0, ., 7.2, -7.0, -2.7, 7.6, -4.8, 11.7, 7.1, 15.2, -0.7
Clc1cccc(N2CCNCC2)n1
 : 7.8, 19.9, -11.5, -3.1, -6.7, 11.0, 4.5, 0.9, 2.1, 15.3, 1.7
CN(Cc1cccc(-c2ccncc2)c1)C(=O)Oc1ccccc1Cc1ccccc1
 : 37.7, 66.0*, ., ., 0.6, ., 13.6, 26.6, 93.3*, ., .
NC1(C(=O)O)CCCc2ccc(N(CCCl)CCCl)cc21 (stereo not drawn)
 : -5.4, 2.5, 3.9, 5.3, -2.8, 2.0, -6.4, 14.7, -0.2, -10.7, -5.1
CN1CCN(C(=O)COc2ccc(S(=O)(=O)Nc3ccc(F)cc3)cc2)CC1
 : 9.3, 1.9, -14.0, -5.5, -3.0, 16.8, -1.1, -5.1, 3.6, 11.3, 8.2
COC(=O)C1=C(c2ccccc2)C[C@@H]2CC[C@H]1N2C(=O)NCc1ccco1
 : -33.8, -16.4, 19.9, 11.5, -3.1, 3.8, 7.8, -2.1, 9.3, -11.7, 6.6
COc1cccc(CCNCc2cccc(C(F)(F)F)c2)c1
 : -1.0, 24.0, 3.6, -0.7, -5.0, 14.3, -2.8, -2.4, -9.5, 2.3, -23.1
CCN1CCN(c2nc3c(c(=O)[nH]2)CCC3)CC1
 : 8.6, -0.7, 5.2, -1.1, 15.4, -3.5, 10.9, -2.0, 14.3, -6.1, 19.6
O=C1NC(=O)C(=Cc2cccs2)C(=O)N1
 : -2.8, 14.2, -21.2, -1.7, -1.6, -1.9, 16.3, -0.5, -21.6, -32.9, -7.8
Oc1ccc2c3c1O[C@H]1c4[nH]c5ccccc5c4C[C@@]4(O)[C@@H](C2)N(CC2CC2)CC[C@]314
 : 6.9, 4.2, -4.6, 7.0, -10.3, 14.0, 7.1, 2.7, 18.6, -3.1, 8.2

Overlap with the part before: 6 entries, followed by the next part.
Below each SMILES: NR5A2 inv ag, TROY NFkB inh, NR2F2 inh, TLR9-MyD88 inh, NOD2-RIPK2 inh, SRC3 inh, ABHD5-PLIN5 inh, Exocytosis inh, TWEAK-Fn14 inh, SRC2 inh, NCOA1 inh
CN1CCN(C(=O)COc2ccc(S(=O)(=O)Nc3ccc(F)cc3)cc2)CC1
 : 9.3, 1.9, -14.0, -5.5, -3.0, 16.8, -1.1, -5.1, 3.6, 11.3, 8.2
COC(=O)C1=C(c2ccccc2)C[C@@H]2CC[C@H]1N2C(=O)NCc1ccco1
 : -33.8, -16.4, 19.9, 11.5, -3.1, 3.8, 7.8, -2.1, 9.3, -11.7, 6.6
COc1cccc(CCNCc2cccc(C(F)(F)F)c2)c1
 : -1.0, 24.0, 3.6, -0.7, -5.0, 14.3, -2.8, -2.4, -9.5, 2.3, -23.1
CCN1CCN(c2nc3c(c(=O)[nH]2)CCC3)CC1
 : 8.6, -0.7, 5.2, -1.1, 15.4, -3.5, 10.9, -2.0, 14.3, -6.1, 19.6
O=C1NC(=O)C(=Cc2cccs2)C(=O)N1
 : -2.8, 14.2, -21.2, -1.7, -1.6, -1.9, 16.3, -0.5, -21.6, -32.9, -7.8
Oc1ccc2c3c1O[C@H]1c4[nH]c5ccccc5c4C[C@@]4(O)[C@@H](C2)N(CC2CC2)CC[C@]314
 : 6.9, 4.2, -4.6, 7.0, -10.3, 14.0, 7.1, 2.7, 18.6, -3.1, 8.2
CNC1(c2ccc(F)cc2)CCCCC1
 : 7.8, -11.9, -12.4, -10.3, -19.2, -11.6, -3.4, 2.3, -1.9, 4.0, 4.8
CCOCCCn1c(N)c(C(=O)Nc2sc3c(c2C(=O)OC)CCCC3)c2nc3ccccc3nc21
 : 30.8, 17.6, 15.0, -3.8, 3.5, 30.9, -41.7, 1.2, 24.0, -5.4, 13.2
Cc1cccc(-n2c(O)c(/C=N/N3CCOCC3)c(=O)[nH]c2=S)c1
 : 13.1, 1.3, 12.8, 7.5, -7.2, 3.3, 1.4, 4.4, 2.3, 7.4, -11.6
CCOc1ccc(N2C(=O)NC(=O)/C(=C\c3ccccc3[N+](=O)[O-])C2=O)cc1
 : -7.6, 10.4, 20.1, 2.1, -4.8, -19.6, 28.0*, 9.1, 2.1, 7.4, -17.6
O=C(CNS(=O)(=O)c1ccc(Br)s1)N1CCC2(CC1)OCCO2
 : 8.5, -14.5, -1.5, -3.7, -0.8, 3.7, -1.4, -0.4, 7.3, -2.4, 4.5
Oc1ccc(CCNCc2cc3c(cc2Br)OCO3)cc1
 : 11.8, 8.2, -19.5, -13.0, -15.6, 4.2, 1.8, -1.1, -3.7, -9.9, 6.2
Cc1c(N=Cc2c(O)n(Cc3ccco3)c(=O)[nH]c2=O)c(=O)n(-c2ccccc2)n1C
 : -1.9, -31.0, 8.8, -1.9, -5.3, -19.0, -2.9, 6.7, -20.9, -2.8, 5.9
C=CCN1CC[C@]23c4c5ccc(O)c4OC2C(O)C=CC3[C@H]1C5 (stereo partly drawn)
 : 2.4, 3.1, 3.2, -6.3, 0.0, -5.7, 1.9, -4.5, -1.7, 9.6, -4.5
CN(C)[C@@H]1C(=O)C(C(N)=O)=C(O)[C@@]2(O)C(=O)C3=C(O)c4c(O)cccc4[C@@](C)(O)[C@H]3[C@H](O)[C@@H]12
 : 4.2&-10.5, -0.6&0.3, 10.9, -7.1&6.0, 8.4&-8.9, -15.1&8.0, -5.9&-3.8, 0.5&2.3, -11.9&-14.0, 11.5, 0.2&4.8
CC1(C)NC(=S)C(C)(C)N1N=O
 : -26.4, -12.4, 8.5, 2.8, -1.3, -7.3, 3.3, -4.4, 26.7, -15.1, -2.7
Cc1ccc(N)c(N)c1
 : -71.9, 13.5, -13.0, -16.4, -5.6, -59.1, 1.4, -0.8, 13.5, -33.1, -34.9
O=C1OCCC1C(=O)c1ccccc1 (stereo not drawn)
 : 8.8, -4.9, 8.0, -1.8, 1.1, 1.4, -2.5, -4.8, 3.7, 2.1, 1.9
Cc1ccc2c(c1)N(C(=O)CCC(=O)N1CCC3(CC1)OCCO3)CCO2
 : -15.9, -0.5, 5.7, -7.3, -10.6, -9.7, 0.1, -6.1, -7.8, -25.8, -2.9
Cc1ccc(Cn2c(C)c3cnn(CC(=O)N4CCC5(CC4)OCCO5)c(=O)c3c2C)cc1
 : 5.4, 9.7, 27.0, 2.7, -6.5, -3.6, 9.7, -0.8, 9.4, 12.5, -5.7
O=C(CCN1CCCCC1)Nc1ccc(Cl)cc1C(=O)c1ccccc1
 : -31.1, -6.0, 20.6, 2.1, -14.0, -1.6, -3.4, 2.4, 7.8, 15.0, -17.5
Cc1cc(C(=O)Nc2ccccc2)nn1C(C)(C)C
 : -121.0, -63.3, -34.5, 0.7, -4.1, -76.4, -2.1, 1.7, -31.2, -27.6, -72.6
O=C(c1ccc2c(c1)OCO2)C1CCCN(Cc2c(F)cccc2Cl)C1 (stereo not drawn)
 : -13.8, -9.4, 8.9, -5.1, -1.6, 1.1, -9.2, -0.4, -11.9, 14.1, -78.3
CCOC(=O)c1cc(C)sc1/N=C/C1C(=O)NC(=S)NC1=O
 : 0.6, 11.8, 6.6, -2.9, -10.5, 8.8, -9.1, -2.4, 31.7, 0.5, -37.1
CCc1nnc(NS(=O)(=O)c2ccc(N=Cc3c(O)n(-c4ccc(Cl)cc4)c(=O)[nH]c3=O)cc2)s1
 : 3.7, -6.0, -6.2, -4.8, -4.2, 15.0, 30.2*, -1.9, -1.6, -18.6, -4.5
O=C(N/N=C/c1c(O)n(Cc2ccc(F)cc2)c(=O)[nH]c1=O)c1ccccc1O
 : -20.1, -65.0, -10.0, -13.1, -4.3, -6.8, 0.2, 3.8, 15.1, 9.5, -27.2
O=C1NC(=O)N(c2ccc(Br)cc2)C(=O)/C1=C/c1ccsc1
 : 2.3, -7.2, 12.7, -2.6, -13.3, -1.2, 19.1, 20.6, 3.8, -2.4, 5.6
O=C(Nc1c(F)cc(F)cc1F)c1cccn(Cc2ccccc2)c1=O
 : -6.8, -6.8, -6.1, 6.8, 9.4, -0.8, 4.9, -0.2, 6.6, -47.3, 1.6
S=P1(Oc2ccccc2)Nc2ccccc2N1
 : -42.9, -14.1, -28.0, -9.8, -14.2, -30.6, -7.3, 6.6, 29.2, -9.5, -13.0
CC(=O)c1cc(C#N)c(N2CCN(C)CC2)nc1C
 : -5.6, 18.1, 11.1, -6.7, 5.3, 11.7, 0.3, -3.4, 1.2, -42.3, -6.3
CN1C(=O)C(=Cc2cn(CC#N)c3ccccc23)C(=O)N(C)C1=O
 : 18.5, 11.2, -3.5, 13.2, 3.2, 7.5, 29.1*, -32.1, -14.2, 5.1, -4.1
COc1ccccc1-n1c(-c2ccc(C)cc2)nc2ccccc2c1=O
 : 0.5, -5.6, -5.1, -10.0, 4.9, 5.7, 0.6, 3.5, 4.3, -31.8, -12.4
COC(=O)CN(CCCl)P1(=O)OCCCN1CCCl (stereo not drawn)
 : -0.6, -3.7, 11.9, ., -6.8, ., 9.7, 0.9, -7.0, -9.4, .
O=[N+]([O-])c1ccc(NC2CCCC2)c2ccncc12
 : 7.4, -1.7, ., -3.0, -0.9, 32.5, 6.2, 14.2, 25.8, ., 34.0
CCOC(=O)[C@]12Cc3ccccc3[C@H]1N(CCC(=O)OC)C(=O)c1ccccc12
 : -7.0, 16.9, 4.2, ., -13.9, ., 12.1, -0.1, 7.2, -10.2, .
O=C1CN=C(c2ccc(F)cc2)c2oc3ccccc3c2N1
 : -8.2, -2.7, -13.6, -11.8, -1.9, 13.9, -0.8, 1.4, -4.2, -25.5, 7.9
CCCCn1c(O)c(/C=N/NC(=O)c2ccncc2)c(=O)[nH]c1=S
 : 7.0, 1.3, 8.6, 8.3, 6.9, 15.1, -5.6, 7.3, -8.2, -31.1, 5.1
COC(=O)C1=C(c2cc3ccccc3o2)C[C@@H]2CC[C@H]1N2C(=O)NCc1ccc(F)cc1
 : -9.5, -9.2, 9.7, -6.9, -0.9, 0.0, 4.1, 1.2, 8.3, 5.6, -0.1

Screening data (PubChem)

Not all compounds are listed (hit frequency here may not be typical).
